# S3 lipid droplet: qHTS Assay for Lipid Storage Modulators in Drosophila S3 Cells | Drosophila S3 cells, BODIPY lipid droplet fluorescence, 18-24 h; cells fed with added oleic acid | lipid storage change, negative = inhibition, % at the top dose, mostly 46.1 µM; hits show Potency in µM | 0.64% of 320,000 active; active = well fitted inhibition curve with a large enough effect in the signal ratio, with a control signal flat, not every such curve was filed as active; inconclusive = small, poorly fitted or top-dose-only effect, or effect the other way, or a change in a side signal; the % refers to the signal ratio
#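 Laser-scanning cytometry quantifies lipid droplet accumulation (500–530 nm total intensity; droplet/cell object ratio) in oleic acid-fed (400 uM added) Drosophila S3 cells treated with a concentration series. 20 uM Triacsin C defined 100% inhibition.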
# S3 lipid droplet cell count max: further read-out of S3 lipid droplet, marked with its call; cell number change, %; measured here: cell count max response;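 cells counted by Cell Tracker Red CMTPX staining in the red channel; peak over a dose series mostly up to 46.1 µM; percent activity relative to internal control wells on each plate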
# Active calls of the source: *; i = inactive; u = inconclusive; x = no result given; & = joins results of further samples. % is scaled to controls: 0 for no effect and ±100 for the full control effect; potency is read from the fitted curve at half-maximal effect.
# Screens in order: S3 lipid droplet | S3 lipid droplet cell count max
- O=C(O)CC1S/C(=N/N=C/C=C/c2ccccc2)NC1=O (centres undefined)
→ -11%&5% | -1&-1
- COc1ccc(NC2CCCN(C(=O)c3ccccc3C(F)(F)F)C2)cc1 (centres undefined)
→ u | x
- COc1cc(OC)c(N2CC(C(=O)Nc3cc(Cl)ccc3N3CCOCC3)CC2=O)cc1Cl (centres undefined)
→ u | x
- CCOc1ccccc1N(CC(=O)OC)S(=O)(=O)c1ccccc1
→ 21% | 2
- O=C(NC1CCCCC1)c1cc2nc3c(c(C(F)(F)F)n2n1)CCCC3
→ i | x
- COc1ccc(CNS(=O)(=O)c2ccc(-c3ccc(=O)[nH]n3)s2)cc1OC
→ u | x
- COc1ccccc1NC(=O)c1ccc(Cl)c(S(=O)(=O)N2CCOCC2)c1
→ u | x
- Cc1cccc(C)c1NC(=O)CS(=O)CC(=O)Nc1ccc(F)cc1F (centres undefined)
→ -5% | -10
- COc1ccc(OC)c(CCNC(=O)CC2Oc3ccc(C)cc3NC2=O)c1 (centres undefined)
→ u | x
- Cc1ccc(NC(=O)C2CSC3(C)CCC(=O)N23)cc1S(=O)(=O)N1CCCCCC1 (centres undefined)
→ i | -3
- O=C(CN1CCN(C(=O)C2CCCO2)CC1)Nc1ccc(Cl)c(Cl)c1 (centres undefined)
→ u | x
- O=C(CNc1cccc2ccccc12)N/N=C/c1ccc([N+](=O)[O-])cc1
→ -3% | -5
- O=C(COc1ccc(Cl)cc1)NCCc1ccccn1
→ -1% | 8
- O=C(CN1C(=O)NC2(CCc3ccccc32)C1=O)NCc1ccccc1Cl (centres undefined)
→ u | x
- COCCCNC(=O)CCc1ccccc1
→ i | -1
- Cc1cccc(C(=O)OCC(=O)Nc2nccs2)c1
→ 5% | 2
- c1ccc(Cn2ncc3c(N4CCN(C(c5ccccc5)c5ccccc5)CC4)ncnc32)cc1
→ u | x
- COc1cccc(NC(=S)Nc2ccc(Br)cc2Cl)c1
→ 0% | 4
- CCOC(=O)CN1C(=O)CC(c2ccc([N+](=O)[O-])cc2)C1=O (centres undefined)
→ 16% | 5
- Cc1ccc(NC(=O)CC2C(=O)NCCN2C(=O)c2ccc(F)cc2)cc1 (centres undefined)
→ 12% | 10

# New compounds follow:
# Screens in order: S3 lipid droplet | S3 lipid droplet cell count max
- CCCn1c(=O)c2c(nc3n2CC(C)CN3Cc2ccccc2)n(C)c1=O (centres undefined)
→ i | -11
- CC(C)Oc1ccc(S(=O)(=O)N2CCCCC2)cc1NC(=O)CC1OC(=O)c2ccccc21 (centres undefined)
→ 14% | 5
- O=S(=O)(c1ccccc1)c1nc(-c2ccccc2)oc1N1CCOCC1
→ -17% | -2
- N#C/C(=C\c1c[nH]c2ccccc12)c1nnc2n1CCCCC2
→ 0% | 6
- COc1ccc(OCC(=O)Nc2ccc3c(c2)OCO3)cc1
→ -8% | -8
- CN1CCN(C(=O)/C=C/c2ccc([N+](=O)[O-])o2)CC1
→ 33µM* | -22*
- CCC(C)NCC(O)COCc1ccc(Cl)cc1 (centres undefined)
→ u | x
- CC1CCN(C(=O)Cn2cc(C(=O)c3ccco3)c3ccccc32)CC1
→ i | -10
- CCC1CCC(C(=O)NC(CCSC)C(=O)NCCc2ccc(S(N)(=O)=O)cc2)CC1 (centres undefined)
→ u | x
- COC(=O)c1cc(S(=O)(=O)NCCCN2CCCC2=O)cn1C
→ u | x
- O=C1CNC(=S)N1CCc1ccccc1Cl
→ u | x
- Cc1ccc(-c2csc(NC(=O)c3ccc4c(=O)n5c(nc4c3)CCCCC5)n2)cc1
→ u | x
- CCc1ccc(N2CC(C(=O)NCCC3=CCCCC3)CC2=O)cc1 (centres undefined)
→ u | x
- COc1ccc(CNC(=O)c2ccc3oc(C(C)C)nc3c2)cc1
→ i | 14
- NC(=O)COC(=O)CNC(=O)c1cc(Cl)cc([N+](=O)[O-])c1
→ u | x
- CCC(C)(C(=O)NC1CCCCC1)N(C(=O)Cc1cccs1)c1ccccc1 (centres undefined)
→ 0% | 9
- CCC(N=c1cc(-c2ccc(OC)c(OC)c2)oc2ccc(C)cc12)C(=O)O (centres undefined)
→ u | x
- O=C(C1=C[C@@H](C2CC2)C[C@@H](OCc2ccc(CO)cc2)O1)N1CCN(Cc2ccc3c(c2)OCO3)CC1
→ i | -26
- CCOc1ccc(C(C(=O)NCC2CCCO2)N(Cc2cccs2)C(=O)c2snc(C(N)=O)c2N)cc1 (centres undefined)
→ 1.6µM* | 15*
- CC(=O)NCN1CCN(CNC(C)=O)CC1
→ u | x

# Not a retest: an excerpt of the list.
# Screens in order: S3 lipid droplet | S3 lipid droplet cell count max
- COC(=O)c1cc(S(=O)(=O)NCCCN2CCCC2=O)cn1C
→ u | x
- O=C1CNC(=S)N1CCc1ccccc1Cl
→ u | x
- Cc1ccc(-c2csc(NC(=O)c3ccc4c(=O)n5c(nc4c3)CCCCC5)n2)cc1
→ u | x
- CCc1ccc(N2CC(C(=O)NCCC3=CCCCC3)CC2=O)cc1 (centres undefined)
→ u | x
- COc1ccc(CNC(=O)c2ccc3oc(C(C)C)nc3c2)cc1
→ i | 14

# An excerpt of these results, as labelled records:
CCC1CCC(C(=O)NC(CCSC)C(=O)NCCc2ccc(S(N)(=O)=O)cc2)CC1 (centres undefined)
  S3 lipid droplet = u; S3 lipid droplet cell count max = x
CCC(C)(C(=O)NC1CCCCC1)N(C(=O)Cc1cccs1)c1ccccc1 (centres undefined)
  S3 lipid droplet = 0%; S3 lipid droplet cell count max = 9
NC(=O)COC(=O)CNC(=O)c1cc(Cl)cc([N+](=O)[O-])c1
  S3 lipid droplet = u; S3 lipid droplet cell count max = x
CN1CCN(C(=O)/C=C/c2ccc([N+](=O)[O-])o2)CC1
  S3 lipid droplet = 33µM*; S3 lipid droplet cell count max = -22*

# (continued)
# Screens in order: S3 lipid droplet | S3 lipid droplet cell count max
- O=S(=O)(c1ccccc1)c1nc(-c2ccc(F)cc2)oc1NCC1CCCO1 (centres undefined)
→ u | x
- Cc1c(NC(=O)c2cccc(S(=O)(=O)N3CCOCC3)c2)c(=O)n(-c2ccccc2)n1C
→ 16% | 0
- CN(C1CCCC1)C1CCN(C(=O)CNC(=O)/C=C/c2ccccc2)CC1
→ u | x
- COc1ccc(OC)c(N2C(=O)[C@@H]3C(c4ccccc4Cl)=NO[C@@H]3C2=O)c1
→ u | x
- CCOC(=O)c1c(C)[nH]c(C(=O)CN2C(=O)NC(CC)(c3ccccc3)C2=O)c1C (centres undefined)
→ u | x
- Cc1cc(C)c(S(=O)(=O)N2CCOC2CNC(=O)C(=O)NCc2ccco2)c(C)c1 (centres undefined)
→ 11% | 1
- CCOC(=O)c1[nH]cnc1C(=O)NC1CCN(C(=O)OC(C)(C)C)CC1
→ i | 17
- COC(=O)C(Cc1ccc(O)cc1)N1Cc2ccccc2C1=O (centres undefined)
→ 0% | 16
- Cc1ccc(-n2c(Cn3c(C)nc4ccccc43)n[nH]c2=S)cc1
→ u | x
- CN(C(=O)COc1ccc(-c2nnco2)cc1)C1CCS(=O)(=O)C1 (centres undefined)
→ 22% | x
- CNC(=O)c1nn(-c2ccccc2)ccc1=O
→ -28% | x
- O=C(COc1ccccc1)NNc1c2ccccc2nc2ccccc12
→ u | x
- NS(=O)(=O)c1ccc(CNC(=S)NCc2ccc(Cl)cc2)cc1
→ u | x
- CCOC(=O)c1ccc(NS(C)(=O)=O)cc1
→ i | 24
- CC(=O)c1sc(C(C)(C)C)cc1NC(=O)c1ccccc1C(=O)O
→ -3% | 13
- Cc1ccc(S(=O)(=O)CC(=O)Nc2c(C)n(C)n(-c3ccccc3)c2=O)cc1
→ u | x
- CCN(c1ccc(NC(=O)CSCc2c(C)noc2C)cc1)C(C)C
→ u | x
- Cn1c(=O)cc(SCC(=O)N2CCCC2)c2ccc(Cl)cc21
→ u | x
- CCCCCC(=O)OCCc1c(C)nc2nc[nH]n2c1=O
→ u | x
- C[C@H](CCC(=O)O)[C@H]1CC[C@H]2[C@@H]3C(=O)C[C@@H]4CC(=O)CC[C@]4(C)[C@H]3CC(=O)[C@]12C
→ -8% | x

# The listing continues:
# Screens in order: S3 lipid droplet | S3 lipid droplet cell count max
- CCN1CCN(C(=S)NCCc2ccccc2)CC1
→ u | x
- CC(=O)c1cccc(NC2c3ccccc3C(=O)N2Cc2ccco2)c1 (centres undefined)
→ -1% | 10
- O=C(Oc1ccc(-c2csnn2)cc1)C1CC1
→ -3% | 9
- O=S(=O)(Nc1nccs1)c1ccc(Cl)cc1
→ u | x
- N/C(=N\N=C\c1cccc(O)c1)c1nonc1N
→ u | x
- Cc1ccc(S(=O)(=O)NCC(=O)OCC(=O)c2cc(C)n(-c3ccccc3)c2C)cc1
→ u | x
- CN(C)c1ccc(S(=O)(=O)N2CCCCC2)cc1NC(=O)CCNC(=O)c1ccco1
→ 10% | 15
- CCOC(=O)N1CCN(C(=O)CN(c2ccccc2OC)S(=O)(=O)c2ccc(OC)cc2)CC1
→ -21% | 0
- COc1cc(CN2CCN(c3cccc(C)c3C)CC2)cc([N+](=O)[O-])c1O
→ u | x
- Cc1cc(-c2nnc(CCC(=O)NCCc3ccccc3F)o2)no1
→ -17% | -4
- O=C(/C(=C/c1ccccc1)c1ccccc1)N1CCCCC1
→ 0% | -14
- CCOc1ccc2nc(NC(=O)CN3CCC(n4nnc5cc(C(F)(F)F)ccc54)CC3)sc2c1
→ 2% | 10
- O=C(CSc1nc(-c2ccccc2)nc2ccccc12)Nc1cccc(C(=O)O)c1
→ -19% | 6
- CC(=O)C1=C(S(=O)(=O)c2ccc(C)cc2)CS(=O)(=O)C1
→ u | x
- COc1cccc(C(=O)Nc2cc(C)c3c(=O)oc4ccccc4c3n2)c1
→ -1% | -14
- CC(NO)C(C)(C)NO (centres undefined)
→ 23% | 4
- O=C(NC(C(=O)O)c1ccccc1)c1ccccc1 (centres undefined)
→ u | x
- CS(=O)(=O)N1CCN(c2c(Cl)cccc2[N+](=O)[O-])CC1
→ 18% | 5
- C/C(O)=C(/C=NCC(=O)O)C(=O)Nc1nccs1
→ u | x
- Cc1ccccc1NC(=O)c1ccc(F)c(S(=O)(=O)N2CCN(c3ccccn3)CC2)c1
→ -15% | 2

# Carrying on:
# Screens in order: S3 lipid droplet | S3 lipid droplet cell count max
- Cn1ccnc1SCC(=O)c1cccc(Br)c1
→ u | x
- CC(NC(=O)CSc1nc2ccc(N)cc2s1)c1ccccc1 (centres undefined)
→ 3% | -8
- CC(=O)COc1ccc2c3c(c(=O)oc2c1)CCCC3
→ 21% | -8
- Cn1c(SCc2ccc(F)cc2)nnc1-c1cnccn1
→ u | x
- COc1ccc(S(=O)(=O)Cc2ccc(C(=O)NC3CCCC3)o2)cc1
→ u | x
- COc1ccc(C(=O)C2CCCN(S(=O)(=O)C(C)C)C2)c(C)c1 (centres undefined)
→ -14% | -12
- CN1CCN(c2ccccc2NC(=S)NC(=O)c2cc3ccccc3o2)CC1
→ -16% | -5
- O=C(NCCN1CCOCC1)/C(=C/c1ccco1)NC(=O)c1ccccc1
→ u | x
- Cc1ccc(C(=O)NC2CCc3ccccc3C2=O)cc1 (centres undefined)
→ -1% | -12
- O=c1[nH]c(N2CCc3ccccc3C2)nc2c1CCC2
→ i | x
- S=C(Nc1ccccc1)N1CCN(C/C=C/c2ccccc2)CC1
→ i | 10
- CC(SC1=NCCN1S(=O)(=O)c1ccccc1)c1ccccc1 (centres undefined)
→ 5% | -8
- Cc1ccc([N+](=O)[O-])cc1S(=O)(=O)Nc1ccc(C(=O)NCc2ccccn2)cc1
→ u | x
- CCOc1ncccc1C(=O)N1CCN(C(c2ccccc2)c2ccccc2)CC1
→ u | x
- O=C(O)/C=C1\NC(=O)c2ccccc21
→ -1% | -12
- CCC(=O)N/N=C(\C)CC(=O)Nc1ccc(F)cc1
→ u | x
- Cn1cccc1-c1cc(C(=O)N/N=C/c2ccc([N+](=O)[O-])cc2)[nH]n1
→ i | -7
- CN1CCN(C(=O)CCN2C(=O)/C(=C/c3ccccc3Cl)SC2=S)CC1
→ -13% | -15
- Cc1cccc(-n2c(C)nc3cc(C(=O)NCc4ccc5c(c4)OCO5)ccc32)c1
→ u | x
- Cc1cc(C)nc(Nc2ncc(O)n2-c2ccc(C)c(Cl)c2)n1
→ u | x

# Going on with the list:
# Screens in order: S3 lipid droplet | S3 lipid droplet cell count max
- COc1ccc(NC(=O)CCCC(=O)O)cc1Cl
→ u | x
- O=[N+]([O-])c1nn(-c2ccccc2)[n+]([O-])c1N1CCN(c2ccccc2)CC1
→ 3% | 12
- COc1ccc(CCN2C(=O)C3C4CC(C5C(C(=O)NN)=NOC45)C3C2=O)cc1OC (centres undefined)
→ u | x
- O=C(O)Cn1cnc2scc(-c3ccccc3)c2c1=O
→ u | x
- Cc1occc1C(=O)Nc1ccc2c(c1)OCO2
→ i | 11
- Cc1ccc(S(=O)(=O)Nc2ccc(NC(=O)c3cccs3)cc2)cc1
→ i | x
- O=C(OCC(=O)N1CCN(c2ccccc2)CC1)c1ccccn1
→ -7% | -10
- OC(CNCCC1C=Nc2ccccc21)Cn1c2ccc(Cl)cc2c2cc(Cl)ccc21 (centres undefined)
→ u | x
- CC(=O)c1cccc(NC(=O)N2CCCC2C(=O)Nc2c(C)cccc2C)c1 (centres undefined)
→ -7% | 12
- O=C(c1ccccc1)N1CCN(Cc2c[nH]c3ccccc23)CC1
→ 1% | 6
- Cc1ccc(C)c(C(=O)CCC(=O)N2CCN(c3ncccn3)CC2)c1
→ u | x
- CNC(=S)N(CCc1cccc(C)c1)Cc1cc2cc(OC)c(OC)cc2[nH]c1=O
→ -6% | 1
- C=CCn1c(CCCNC(=O)C(C)(C)C)nc2ccccc21
→ i | x
- CCOc1ccc(CCNC(=O)c2cc3sc(Cl)cc3n2C)cc1OCC
→ u | x

# High-throughput results (PubChem)

# An excerpt. The share of hits here may be higher or lower than overall.
